FBW7 act: activators of human E3 ligase FBW7 | Q969H0 | normalized activity (activation), % at 26.1 µM | actives 0.13% (n = 650,000) | AlphaScreen FBW7–phospho-cyclin E peptide binding, activator screen; in the data active = normalized activity above about 1.9%;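 also: purified mutant Fbw7 with reduced substrate affinity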
Target sequence (Q969H0 whole entry, looked up): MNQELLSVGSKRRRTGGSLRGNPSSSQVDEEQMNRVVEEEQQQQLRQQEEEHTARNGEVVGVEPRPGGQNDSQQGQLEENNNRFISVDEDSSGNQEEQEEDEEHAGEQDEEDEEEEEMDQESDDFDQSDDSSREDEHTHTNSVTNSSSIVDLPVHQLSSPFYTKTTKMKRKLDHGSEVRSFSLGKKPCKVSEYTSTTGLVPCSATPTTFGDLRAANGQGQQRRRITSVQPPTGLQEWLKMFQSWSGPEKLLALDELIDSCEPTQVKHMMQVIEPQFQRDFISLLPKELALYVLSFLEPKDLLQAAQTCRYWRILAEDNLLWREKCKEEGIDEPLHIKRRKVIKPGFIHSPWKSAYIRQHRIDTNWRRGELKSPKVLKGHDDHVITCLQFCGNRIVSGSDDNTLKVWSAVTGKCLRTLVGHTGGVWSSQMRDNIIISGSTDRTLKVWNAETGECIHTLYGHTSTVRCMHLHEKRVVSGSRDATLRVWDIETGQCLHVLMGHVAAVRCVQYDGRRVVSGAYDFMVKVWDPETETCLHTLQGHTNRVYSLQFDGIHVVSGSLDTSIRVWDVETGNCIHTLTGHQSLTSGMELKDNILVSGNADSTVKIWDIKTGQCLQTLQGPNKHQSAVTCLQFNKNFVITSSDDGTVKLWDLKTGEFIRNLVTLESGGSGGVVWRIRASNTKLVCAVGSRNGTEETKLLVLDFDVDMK
GPR151 activ: human GPR151 activation. Q8TDV0. PathHunter beta-arrestin GPR151 cells, luminescence. activation, % at 11.2 µM. actives 1% (n = 650,000). AID 1508602; in the data active = activation above about 4.9%;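 also: 0% = median of compound wells and 100% = cells with positive control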
Target sequence (Q8TDV0 whole entry, looked up): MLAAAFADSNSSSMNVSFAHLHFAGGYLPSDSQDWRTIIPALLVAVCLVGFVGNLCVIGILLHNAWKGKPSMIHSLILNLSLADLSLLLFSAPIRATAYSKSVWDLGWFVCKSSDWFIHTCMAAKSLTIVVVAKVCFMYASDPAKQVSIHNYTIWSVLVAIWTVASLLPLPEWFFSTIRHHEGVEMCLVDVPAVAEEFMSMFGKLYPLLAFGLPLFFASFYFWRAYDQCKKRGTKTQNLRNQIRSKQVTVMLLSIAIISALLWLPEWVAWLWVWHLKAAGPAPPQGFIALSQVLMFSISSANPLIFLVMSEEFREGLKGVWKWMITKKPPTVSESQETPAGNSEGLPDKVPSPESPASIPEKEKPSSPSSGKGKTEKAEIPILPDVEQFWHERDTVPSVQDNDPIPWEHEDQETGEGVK
MITF primary: human MITF inhibition, primary screen; inhibition, % at 2.6 µM; O75030; actives 0.91% (n = 650,000); AlphaScreen MITF homodimerization, bead proximity signal; in the data active = inhibition above about 50%;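 also: 0% = vehicle wells with protein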
TEAD-YAP inh: TEAD-YAP interaction inhibition; actives 1.4% (n = 640,000); HEK-TIYL cells, TEAD-Gal4/YAP UAS-luciferase luminescence; AID 1259422; inhibition, % at 9.12 µM; in the data active = inhibition above about 32%;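 also: 0% = median of test compound wells and 100% = reference inhibitor wells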
* hit, by the source's call.

SMILES	FBW7 act	GPR151 activ	MITF primary	TEAD-YAP inh
COc1ccc(NC(=O)C2C3C=CC4(O3)C2C(=O)N(C2CCCCCCC2)C4C(=O)NC2CCCC(C)C2C)cc1 (stereo unspecified)	0.0	-1.0	-18	4
CN(C)/C=N/N1CC(O)=C(c2nc3ccccc3s2)C1=N	-0.1	-0.8	8	-39
Cc1ccc2c(c1)-c1c(cnn1CC(=O)NCc1ccccc1)CO2	-0.1	0.9	-3	4
CCCNc1nc(Nc2nc3ccccc3n2C)nc2c1ncn2-c1ccsc1	-0.2	-1.2	3	8
Cc1cccc(NC(=O)Cn2c(C)cc3ccccc3c2=O)n1	0.1	0.8	13	3
NC(=O)c1ccc(NC(=O)c2cc([N+](=O)[O-])cc([N+](=O)[O-])c2)cc1	0.1	-1.0	13	15
Cc1cccc(N2C(=O)C3C4C=CC(CC4)C3C2=O)c1 (stereo unspecified)	0.0	0.3	-6	5
CC(C)(C)c1nnc(NC(=O)CN2C(=O)c3ccccc3C2=O)s1	-0.1	-0.3	7	0
Cc1ccc(SCCC(=O)Nc2ccc(S(=O)(=O)N3CCCC3)cc2)cc1	-0.1	1.4	-8	5
COCCNc1nnc(SCC(=O)c2cc(C)ccc2OC(F)F)s1	-0.2	-0.5	8	5
CC1(C)COC(=O)C1OC(=O)c1ccccc1 (stereo unspecified)	-0.1	0.7	-4	-1
COc1ccc(CNS(=O)(=O)c2ccc3c(c2)CCN3C(=O)CCCC(=O)O)cc1	0.3	0.2	-16	10
COc1cccc(CNS(=O)(=O)c2ccc3c(c2)NC(=O)CC(=O)N3)c1	-0.1	0.9	-5	-8
CCOC(=O)c1cc(CC)sc1/N=C/C1C(=O)CC(C)(C)CC1=O	0.1	0.7	20	8
COc1ccccc1C(=O)Nn1c(=S)[nH]c2ccccc2c1=O	0.4	-1.9	3	-29
Cc1cc(C)nc(SCC(=O)NNC(=O)C23CC4CC(CC(C4)C2)C3)n1	0.0	-0.5	-11	5
O=C(NCc1ccco1)c1cc2c(s1)CSC2	0.0	1.0	8	-3
COc1ccccc1-c1cnn2c(NCCc3cccnc3)ccnc12	0.2	-1.2	-3	-36
CCOC(=O)c1c(NC(=O)C(C)(C)C)sc(C(=O)Nc2cccc(OC)c2)c1C	0.0	0.6	18	-36
COc1cccc(Nc2cc(N3CCN(c4ccccc4F)CC3)c3noc4c3c2C(=O)c2ccccc2-4)c1	0.1	-1.7	8	-8
COC(=O)c1ccc(OCC(O)CN2CCC(Cc3ccccc3)CC2)cc1 (stereo unspecified)	0.2	-0.9	16	6
O=C1CC(c2ccccc2)CC2=C1C(c1ccc(C(F)(F)F)cc1)Nc1ccccc1N2 (stereo unspecified)	-0.1	1.3	16	0
CCn1c(SCC(C)O)nc2c1c(=O)n(C)c(=O)n2C (stereo unspecified)	-0.1	-0.3	1	16
COc1cccc2cc(C(=O)Nc3ccccc3C(F)(F)F)c(=O)oc12	0.3	-0.1	5	3
Cc1nccn1-c1cc(C(C)C)c(C#N)c2nc3ccccc3n12	0.0	-1.8	8	5

A draw from above in order of formula weight, ascending:
SMILES	FBW7 act	GPR151 activ	MITF primary	TEAD-YAP inh
NC(=O)c1ccc(NC(=O)c2cc([N+](=O)[O-])cc([N+](=O)[O-])c2)cc1	0.1	-1.0	13	15
COc1cccc2cc(C(=O)Nc3ccccc3C(F)(F)F)c(=O)oc12	0.3	-0.1	5	3
COC(=O)c1ccc(OCC(O)CN2CCC(Cc3ccccc3)CC2)cc1 (stereo unspecified)	0.2	-0.9	16	6

Compounds shown so far that contain two or more sulfur atoms, in the order listed:
SMILES	FBW7 act	GPR151 activ	MITF primary	TEAD-YAP inh
Cc1ccc(SCCC(=O)Nc2ccc(S(=O)(=O)N3CCCC3)cc2)cc1	-0.1	1.4	-8	5
COCCNc1nnc(SCC(=O)c2cc(C)ccc2OC(F)F)s1	-0.2	-0.5	8	5
O=C(NCc1ccco1)c1cc2c(s1)CSC2	0.0	1.0	8	-3

More compounds
SMILES	FBW7 act	GPR151 activ	MITF primary	TEAD-YAP inh
C/C(=N\NC(=O)c1nnn(-c2nonc2N)c1C)c1ccc([N+](=O)[O-])cc1	0.1	-0.3	-6	4
CC(=O)Nc1ccc(NC2=CC(=O)CC(C)(C)C2)cc1	0.0	-0.6	5	4
CC(=O)Nc1cccc(NC(=O)CSc2nnc(C)s2)c1	0.1	-0.9	-1	12
NC(Cc1ccccc1)C(=O)Nc1ccc(-c2cn[nH]c2)cc1 (stereo unspecified)	-0.1	-0.2	10	-15
COC(=O)C1C(=O)NC(SCC(=O)Nc2ccc(C(C)=O)cc2)=C(C#N)C1c1ccc(Cl)cc1 (stereo unspecified)	-0.1	0.2	-16	1
O=C(c1ccco1)N1CCN(S(=O)(=O)c2cccc3nsnc23)CC1	0.0	-1.6	10	-3
c1csc(CN2CCN(Cc3ccc4c(c3)OCO4)CC2)c1	0.1	1.5	27	1
CC(=O)Nc1ccc(S(=O)(=O)NC(CC(=O)NC2CCCC2)C(C)C)cc1 (stereo unspecified)	0.0	-0.4	5	6
Cc1cccc(C(=O)N2CCc3c([nH]c4ccccc34)C2c2ccccc2)c1 (stereo unspecified)	-0.2	1.5	-3	-3
COc1ccc(-c2nnc(SC(C)C(=O)O)n2-c2ccccc2)cc1 (stereo unspecified)	0.0	1.8	12	1
Cc1ccc(S(=O)(=O)NC(=O)N(Cc2ccc(C)s2)c2cnccn2)cc1	0.0	0.3	6	-3
CC(C)Oc1ccc(OCCSc2nc3ncnc(N)c3[nH]2)cc1	-0.3	0.5	8	0
Cc1cccn2c(=O)c3cc(C#N)c(=O)n(-c4nccs4)c3nc12	-0.1	4.5	-5	7
O=C(CSc1nnc(NC(=O)c2ccccc2F)s1)NC1CCCCC1	0.1	-1.7	8	-14
Cc1cc(CN(C)C2CCC(=O)N(Cc3ccc(F)c(F)c3)CC2)on1 (stereo unspecified)	0.0	-0.3	-5	-7
COCCCN1C(=O)C(O)=C(C(C)=O)C1c1cccnc1 (stereo unspecified)	0.3	0.8	4	5
O=C1CCCC/C1=C/NCc1ccc(F)cc1	0.3	-0.4	15	7
CCOc1ccc(CC(=O)Nc2nc(CN3CCc4ccccc4C3)cs2)cc1	-0.3	2.0	-4	23
O=C(CN1CCN(c2cccc(Cl)c2)CC1)Nc1ccccc1Br	-0.2	-0.8	10	0
CC/C(=N\NC(N)=O)c1ccc(O)c(OC)c1	-0.3	1.9	-5	16
CCN(CC)C(=O)c1ccc(SCc2ccccc2Cl)c([N+](=O)[O-])c1	0.0	-0.3	9	-12
O=C(O)c1ccccc1N1C(=O)c2cccc3c(C(=O)c4ccccc4)ccc(c23)C1=O	-0.1	0.3	3	-2
CCCc1cc2c(=O)c(-c3cc4ccccc4o3)coc2cc1OC(C)C(=O)OCC (stereo unspecified)	-0.1	1.0	-3	13
CC(O)C(=O)C12CC3CC(CC(C3)C1)C2 (stereo unspecified)	-0.1	-0.5	-6	4
CC(=O)NCc1c(C)ncc2c1CCN(C(=O)Cc1cc(=O)oc3cc(C)ccc13)C2	0.2	-0.7	4	5
The list continues.
SMILES	FBW7 act	GPR151 activ	MITF primary	TEAD-YAP inh
O=C(Nc1ccc(Cl)c(C(=O)O)c1)c1ccco1	0.8	-3.7	-3	1
COc1cc(OC)cc(C(=O)Nc2ccc(C(=O)O)cc2)c1	0.0	-8.2	-23	-1
CCc1cc2cc3c(cc2nc1SCC(=O)Nc1nc(C)cs1)OCO3	0.0	1.0	3	-4
O=C(NCC1(c2ccc(F)cc2)CC1)c1cnccn1	0.5	-0.1	17	-2
COc1ccc(CNc2ccc3ncc(-c4cccc(OC)c4)n3n2)cc1	-0.2	-0.6	-22	-4
CCN=c1scc(-c2ccc(Br)cc2)n1/N=C/c1cccnc1	-0.5	0.1	20	-40
COc1cc(OC)cc(C(=O)Nc2cc(-c3nc4ncccc4o3)ccc2Cl)c1	-0.1	1.8	-5	-4
O=S(=O)(NC1CCCCC1Sc1ncccn1)c1ccc(Cl)cc1 (stereo unspecified)	1.0	0.8	14	7
CC1CCCCC1NC(=O)/C=C/C(=O)O (stereo unspecified)	0.1	-0.6	5	7
COc1ccc(N2C(=O)CC(S/C(N)=N/N=C(\C)c3ccccc3)C2=O)cc1 (stereo unspecified)	0.0	0.0	-7	-3
CCNC(=O)[C@@H]1C[C@@H](NCc2cccc(OC)c2)CN1C1Cc2ccccc2C1	-0.1	-0.1	1	1
CN(CCc1ccccn1)C(=O)CC1C(=O)NCCN1Cc1cccc(F)c1 (stereo unspecified)	0.0	2.4	2	-4
COc1ccccc1OCC(=O)Nc1cc(C)nn1-c1nc2ccccc2s1	-0.1	-0.3	-8	8
Cc1ccc(S(=O)(=O)N(CCO)c2ccccc2)cc1	-0.1	-0.8	3	-2
CCC(=O)N1CCCc2cc(NC(=O)NC3CCCCC3)ccc21	0.0	1.1	-3	-16
Cc1nn(C(=O)c2nn(C)cc2I)c(C)c1Cl	1.5	1.8	54*	0
CCc1nnc(NS(=O)(=O)c2ccc(N/C=C/C(=O)c3ccc(OC)cc3)cc2)s1	0.0	-0.5	-24	-8
CCOc1ccc(NC(=O)NNC(=O)c2ccc(Cl)cc2Cl)cc1	0.0	-0.5	1	-1
COc1ccc(N2C(=O)CS(=O)(=O)CC2=O)cc1	-0.1	0.4	6	10
CCN(C(=O)CN1C(=O)NC(C)(c2ccccc2Cl)C1=O)c1ccccc1 (stereo unspecified)	0.5	-0.4	0	-13
CC(C)(C#N)NCCCCCCNC(C)(C)C#N	0.2	0.2	3	0
Cc1ccc(CN2C3=C(C(=O)CC(C)(C)C3)C(c3cccc(Cl)c3)C3=C2CC(C)(C)CC3=O)cc1	0.6	4.3	-4	7
NS(=O)(=O)c1ccc(N/N=C/c2ccc(F)cc2)c([N+](=O)[O-])c1	0.0	-0.6	-3	-1
CN(C)c1nc(N(C)C)nc(N(C#N)CN2C(=O)c3ccccc3S2(=O)=O)n1	-0.1	-0.5	10	3
COc1ccc(C(=O)CSc2n[nH]c(-c3ccco3)n2)cc1C	0.1	-0.7	3	4

Single records (already shown). Order of screens: FBW7 act	GPR151 activ	MITF primary	TEAD-YAP inh
COc1ccc(CNc2ccc3ncc(-c4cccc(OC)c4)n3n2)cc1 in the list: -0.2	-0.6	-22	-4
CCc1cc2cc3c(cc2nc1SCC(=O)Nc1nc(C)cs1)OCO3 in the list: 0.0	1.0	3	-4
CCN(C(=O)CN1C(=O)NC(C)(c2ccccc2Cl)C1=O)c1ccccc1 (stereo unspecified) in the list: 0.5	-0.4	0	-13
CCN=c1scc(-c2ccc(Br)cc2)n1/N=C/c1cccnc1 in the list: -0.5	0.1	20	-40

Back to the main list with the 6 entries that preceded the break.
SMILES	FBW7 act	GPR151 activ	MITF primary	TEAD-YAP inh
CCN(C(=O)CN1C(=O)NC(C)(c2ccccc2Cl)C1=O)c1ccccc1 (stereo unspecified)	0.5	-0.4	0	-13
CC(C)(C#N)NCCCCCCNC(C)(C)C#N	0.2	0.2	3	0
Cc1ccc(CN2C3=C(C(=O)CC(C)(C)C3)C(c3cccc(Cl)c3)C3=C2CC(C)(C)CC3=O)cc1	0.6	4.3	-4	7
NS(=O)(=O)c1ccc(N/N=C/c2ccc(F)cc2)c([N+](=O)[O-])c1	0.0	-0.6	-3	-1
CN(C)c1nc(N(C)C)nc(N(C#N)CN2C(=O)c3ccccc3S2(=O)=O)n1	-0.1	-0.5	10	3
COc1ccc(C(=O)CSc2n[nH]c(-c3ccco3)n2)cc1C	0.1	-0.7	3	4
COc1ccc(Cn2c(=N)c(C(N)=O)cc3c(=O)n4ccccc4nc32)cc1	0.0	0.7	7	1
COc1cccc(OCC(=O)NCCn2ncc3c(=O)n(Cc4cccc(C)c4)cnc32)c1	-0.1	0.2	25	2
CCc1ccc(NC(=O)C2CCCN2c2nn3c(=O)cc(C)nc3s2)cc1 (stereo unspecified)	0.1	-1.4	-4	4
OC(C#CCN1CCCC1)(c1ccccc1)C1CCCC1 (stereo unspecified)	-0.1	0.9	0	-6
CCOC(=O)c1c(NC(=S)Nc2ccccc2)sc2c1CC(C)(C)OC2	-0.1	1.0	1	4
COc1ccc2oc(=Nc3cccc(C(F)(F)F)c3)c(C(N)=O)cc2c1	0.2	0.5	15	-4
CC(=O)Oc1ccccc1C1=NN(C(C)=O)C(c2ccccc2)C1 (stereo unspecified)	-0.1	0.5	-1	-7
Cc1nc2sc(C)c(C)n2c(=O)c1NC(=O)CSCc1ccccc1	0.1	0.4	13	1
COc1cccc(N2CCN(C(=O)C3(S(=O)(=O)c4ccc(C)cc4)CC3)CC2)c1	0.1	1.1	8	6
COC(=O)C1=C(C)NC(=O)/C1=C\c1cc(C)n(-c2cccc(Cl)c2)c1C	0.1	-0.3	9	-2
FC(F)(F)c1cccc(CNc2ccc(-c3cccnc3)cn2)c1	-0.5	-0.1	-3	-1
Cc1nc(-c2cncc(-c3cccs3)c2)cc(N2CCOCC2)n1	0.1	0.2	14	-59
Cc1cccc(NC(=O)CC(CC(=O)O)c2ccccc2)c1 (stereo unspecified)	0.0	-0.5	-21	-5
CC1(C)Nc2ccccc2-c2c1ssc2=Nc1cccc(NC(=O)c2ccccc2)c1	-0.2	0.6	5	0
CCCCN(C(=O)NC(=O)Nc1ccc(C)cn1)S(C)(=O)=O	0.7	-1.2	7	3
O=C(c1ccc(Br)s1)N1CCC2(CC1)CC(O)(c1ccc(F)cc1)CO2 (stereo unspecified)	0.0	0.1	-4	7
CN1CCN(c2ccc(-c3nc4ccc(C(=O)NCCc5ccc(O)cc5)cc4s3)cc2)CC1	-0.1	2.7	-15	21
N#Cc1c2c(c(NC3CCCCC3)n3c1nc1ccccc13)CCC2	0.0	0.5	-1	-1
COCCNc1cc(C)nc2c(-c3ccccc3)c(C)nn12	0.2	0.3	8	-12
Cc1sc(NC(=O)c2ccco2)c(C(c2ccccn2)N2CCCC2)c1C (stereo unspecified)	0.1	-0.5	9	8
O=C(NCCCN1CCOCC1)C(=O)Nc1cccc(Cl)c1	0.0	-1.8	-4	-8
